# Screening data: PubChem BioAssay, The Scripps Research Institute Molecular Screening Center
# LYPLA2 inh = blocks human lysophospholipase 2, a PME1 counter-screen | O95372 | recombinant LYPLA2, FP-Rh probe fluorescence polarization | inhibition, % at 5.9 µM | hit rate 0.38% among 320,000 | AID 2177;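 active = inhibition above the screen-wide mean plus 3 SD, limit set per campaign, cut at about 26% in these data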;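 also: 0% = LYPLA2 with DMSO and 100% = wells lacking LYPLA2 enzyme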
# LYPLA1 inh = counter-screen for PME1 inhibitors: inhibitors of human LYPLA1; recombinant LYPLA1, FP-Rh probe fluorescence polarization; inhibition, % at 5.9 µM; hit rate 0.16% among 320,000;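 active = inhibition above the mean of all tested compounds plus 3 SD, set per campaign, cut at about 14% in these data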;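 also: inhibitors block serine hydrolase probe labeling of LYPLA1 so polarization falls; 0% = enzyme with DMSO and 100% = wells lacking LYPLA1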
# PME-1 primary = PME-1 (human) inhibition; inhibition, % at 5.9 µM; hit rate 0.53% among 320,000; recombinant PME-1, FP-Rh probe fluorescence polarization;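 active = inhibition above the campaign mean of all compounds plus 3 SD, cut at about 26% in these data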;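 also: competitive labeling of PME-1 active site by serine hydrolase directed probe; 0% = PME-1 with DMSO and 100% = wells lacking PME-1 enzyme; inhibitors block probe labeling so polarization falls and inhibition rises; many of its hits are not listed in these tables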
# PAD4 FP inh = PAD4 (human) enzyme inhibition. inhibition, % at 6.36 µM. Q9UM07. hit rate 0.41% among 330,000. AID 485272. recombinant PAD4, RCA probe fluorescence polarization;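 active = percent inhibition above a cutoff equal to the mean of all tested compounds plus 3 SD, cut at about 15% in these data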;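 also: 0% = PAD4 with RCA probe and DMSO and 100% = probe without PAD4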
# Target sequence (Q9UM07 whole entry, looked up): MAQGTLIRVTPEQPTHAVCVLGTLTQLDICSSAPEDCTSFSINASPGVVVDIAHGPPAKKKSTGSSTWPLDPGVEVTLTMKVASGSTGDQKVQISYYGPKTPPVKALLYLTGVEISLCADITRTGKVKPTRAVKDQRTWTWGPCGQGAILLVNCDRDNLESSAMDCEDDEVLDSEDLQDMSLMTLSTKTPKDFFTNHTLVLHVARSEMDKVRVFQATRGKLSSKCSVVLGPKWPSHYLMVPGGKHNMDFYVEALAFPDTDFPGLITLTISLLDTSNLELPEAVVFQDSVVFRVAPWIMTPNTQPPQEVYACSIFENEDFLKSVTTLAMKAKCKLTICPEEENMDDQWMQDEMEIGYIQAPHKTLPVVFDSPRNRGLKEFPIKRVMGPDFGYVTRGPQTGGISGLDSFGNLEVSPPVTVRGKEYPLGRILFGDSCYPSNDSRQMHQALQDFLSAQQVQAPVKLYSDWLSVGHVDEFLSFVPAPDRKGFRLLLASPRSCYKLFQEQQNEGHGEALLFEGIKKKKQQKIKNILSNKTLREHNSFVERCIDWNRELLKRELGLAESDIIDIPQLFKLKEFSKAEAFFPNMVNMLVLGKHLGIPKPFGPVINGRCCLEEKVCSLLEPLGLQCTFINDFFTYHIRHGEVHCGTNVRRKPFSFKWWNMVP
# PAFAH1B3 FP inh = blocks human PAF acetylhydrolase 1B catalytic subunit 3; Q15102; recombinant PAFAH1B3, FP-rhodamine probe, fluorescence polarization; inhibition, % at 3.39 µM; hit rate 0.28% among 340,000; AID 492972;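 active = inhibition above the screen-wide average of all tested compounds plus 3 SD, cut at about 25% in these data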;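 also: 0% = enzyme with DMSO only and 100% = wells lacking PAFAH1B3 protein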
# pPAFAH FP inh = inhibitors of human plasma PAF acetylhydrolase (pPAFAH). recombinant pPAFAH, FP-rhodamine probe fluorescence polarization. hit rate 1.5% among 330,000. inhibition, % at 3.39 µM. Q13093;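 active = inhibition above the mean inhibition across the screen plus 3 SD, cut at about 25% in these data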;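 also: inhibitors block binding of the rhodamine activity-based probe so polarization drops; 0% = enzyme with DMSO and 100% = wells lacking pPAFAH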
# PAFAH2 FP inh = inhibitors of human PAFAH2; Q99487; recombinant PAFAH2, FP-rhodamine activity probe, fluorescence polarization; inhibition, % at 3.39 µM; hit rate 0.99% among 340,000;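 active = inhibition above the mean over all tested compounds plus 3 SD, cut at about 30% in these data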;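 also: inhibitors block probe labeling of enzyme so polarization drops; 0% = enzyme with DMSO and 100% = wells lacking PAFAH2 protein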
# GSTO1 counter = counter-screen for RBBP9 inhibitors: inhibitors of human GSTO1; P78417; inhibition, % at 5.96 µM; recombinant GSTO1, activity-based probe fluorescence polarization; hit rate 1.1% among 300,000;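 active = inhibition above the campaign mean inhibition plus 3 SD, cut at about 35% in these data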;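 also: 0% = GSTO1-1 with DMSO and 100% = wells lacking GSTO1-1 enzyme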
# PAFAH1B2 FP inh = PAFAH1B2 (human) inhibition. P68402. recombinant PAFAH1B2, FP-rhodamine activity probe, fluorescence polarization. inhibition, % at 3.39 µM. hit rate 1.2% among 340,000;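 active = inhibition above the mean of all tested compounds plus 3 SD, cut at about 24% in these data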;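 also: 0% = enzyme with DMSO and 100% = wells lacking PAFAH1B2; many of its hits are not listed in these tables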
# Target sequence (P68402 whole entry, looked up): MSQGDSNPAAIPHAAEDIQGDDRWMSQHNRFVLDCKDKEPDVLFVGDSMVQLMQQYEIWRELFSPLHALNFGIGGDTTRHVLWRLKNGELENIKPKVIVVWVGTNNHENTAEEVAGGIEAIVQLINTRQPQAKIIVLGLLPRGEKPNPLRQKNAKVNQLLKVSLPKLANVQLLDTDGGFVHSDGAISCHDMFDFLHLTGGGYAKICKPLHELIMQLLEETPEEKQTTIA
# The depositor's hits bear a star; / = no result given. Not all compounds are listed (hit frequency here may not be typical).
SMILES,LYPLA2 inh,LYPLA1 inh,PME-1 primary,PAD4 FP inh,PAFAH1B3 FP inh,pPAFAH FP inh,PAFAH2 FP inh,GSTO1 counter,PAFAH1B2 FP inh
COc1cccc(N(C(=O)Cn2nnc(-c3ccc(C)o3)n2)C(C(=O)NC2CCCC2)c2ccncc2)c1 (stereo not given),4,3,-4,-3,-5,1,4,6,2
O=C(NCc1cccnc1)c1cccc(S(=O)(=O)N2CCCC2)c1,3,-2,-1,-6,1,0,2,10,6
O=C(Cn1cnc(S(=O)(=O)N2CCCC2)c1)Nc1cccc(F)c1,10,5,2,0,5,7,-5,0,7
CN(C)CCCNc1nc(N)c([N+](=O)[O-])c(NCCO)n1,4,4,2,7,4,11,8,-5,6
CC(=O)Nc1ccc(S(=O)(=O)Nc2ccccn2)cc1,2,0,3,-4,11,-1,4,-2,0
N#CC(c1cccc(Cl)c1)c1ccc2c(C(F)(F)F)cc(C(F)(F)F)nc2n1 (stereo not given),1,0,6,-7,10,-4,20,3,13
COc1cccc(C(=O)CC(=O)C(=O)Nc2cccc([N+](=O)[O-])c2C)c1,3,2,-1,1,3,3,14,1,7
COc1ccccc1C1/C(=C(\O)c2ccc3c(c2)OCCO3)C(=O)C(=O)N1CCCn1ccnc1 (stereo not given),9,3,2,-13,5,7,4,15,2
COc1ccc2nc(/N=C(\N)NC(=O)C(C)(C)C)nc(C)c2c1,-4,-2,1,4,-2,7,6,-4,6
COC(=O)[C@H](Cc1ccccc1)NC(=O)NCc1ccc(S(N)(=O)=O)cc1,6,0,-4,-4,7,7,-4,5,2
CC(C)c1ccc(NC2CCCN(C(=O)c3cccc(N4CCNC4=O)c3)C2)cc1 (stereo not given),-6,1,6,-1,-2,3,6,0,8
COc1cccc(CNC(=O)CN2C(=O)CC(c3ccccc3)=Nc3ccccc32)c1,0,0,9,-1,2,0,12,2,3
CC(C)CNC(=O)NC(=O)CSc1nc2ccccc2n1CC(C)C,4,4,0,3,4,16,-3,-6,2
CC(=O)Nc1ccc(S(=O)(=O)NC2(C(F)(F)F)NC(=O)N(CC(C)C)C2=O)cc1 (stereo not given),-4,-2,2,-7,7,4,4,-3,7
O=C(Nc1ccc(S(=O)(=O)NCC2CCCO2)cc1)c1ccccc1 (stereo not given),-2,-1,-3,5,-4,-6,2,3,6
CCOc1ccc2oc(C(=O)NCc3nc4ccccc4[nH]3)c(C)c2c1,-5,-4,-3,-2,0,2,-7,0,-7
CC(CCc1ccccc1)NC(=O)C(=O)c1c[nH]c2ccccc12 (stereo not given),-4,-6,-5,-3,1,0,2,0,9
CCOC(=O)C(Nc1ccc2ccccc2c1)C(=O)OCC,-1,1,16,21*,0,7,8,8,7
COc1ccccc1-c1ccc(=O)n(CC(=O)NCc2cccs2)n1,4,2,-2,2,11,0,5,-2,3
O=C(Cn1nnc2ccccc21)c1ccc([N+](=O)[O-])cc1,10,3,-1,-3,1,3,-3,14,-2
COc1cccc(C(=O)C2CCCN(CC3=Cc4cc(OC)ccc4OC3)C2)c1 (stereo not given),4,-2,4,1,-5,8,-13,0,2
O=C(NCc1ccccc1)C1CCCN(S(=O)(=O)c2cccc3nonc23)C1 (stereo not given),4,3,-1,-2,-3,0,8,3,4
O=C(Nc1ccccc1)C1COc2ccccc2O1 (stereo not given),-2,1,-6,-1,2,-2,-1,1,0
Cc1cnc(NC(=O)Nc2ccc(Cl)cc2)s1,-11,-3,2,-5,0,4,-22,2,2
COCc1c(Br)c(C)nc2sc3c(=O)[nH]nnc3c12,-6,-8,-12,-6,6,-9,5,-1,0
CC(Sc1nc2ccccc2c(=O)n1CC1CCCO1)C(=O)N(C)Cc1ccccc1 (stereo not given),-2,2,-2,-3,7,-1,2,3,1
COc1cccc(NC(=O)COc2coc(CN3CCc4ccccc4C3)cc2=O)c1,6,1,-3,7,5,2,-2,-2,3
CCCC(C(=O)NC1CCCCC1)N(CC1CCCO1)C(=O)CNS(=O)(=O)c1ccc(F)cc1 (stereo not given),-2,0,-4,0,8,6,6,-4,8
O=S(=O)(Nc1ccc(Cl)c(Cl)c1)N1CCOCC1,4,-1,5,-2,13,6,6,2,2
Clc1ccc(CON/C=N/c2ncnc3sccc23)c(Cl)c1,-11,-7,-9,-2,8,1,-3,-3,5
Cc1[nH]n(C(N)=S)c(=O)c1N=Nc1cc(C(F)(F)F)ccc1Cl,-2,-1,4,-1,0,5,10,-7,2
CC(C)C(=O)Nc1c2c(nn1-c1ccc([N+](=O)[O-])cc1)CS(=O)(=O)C2,-3,-3,-1,-1,6,4,2,1,2
C=CCNCCOc1ccc(C(C)(C)c2ccccc2)cc1,3,-5,-1,-2,2,8,-2,10,4
Cc1ccc(S(=O)(=O)N(C(=N)N)c2nc(N(C)C)nc(N(C)C)n2)cc1,3,0,-4,-1,4,3,-4,1,1
O=C1Nc2cc(Cl)c(Cl)cc2N(O)N1c1ccccc1,0,-2,-6,-1,6,3,1,10,2
Cc1ccc(C(=O)NNC(=O)c2ccc(NS(=O)(=O)c3cccs3)cc2)o1,4,3,-3,11,9,6,7,/,4
Cc1ccc(NC(=O)CSc2nnc3ccc(-c4cccnc4)nn23)cc1,6,1,-1,-2,7,3,0,-4,2
CCC(=O)N1CCc2cc(S(=O)(=O)N3CCN(c4ccccc4Cl)CC3)ccc21,-11,-1,4,-5,2,2,-3,10,-6
Cc1cc(NC(=O)c2cc(C)on2)no1,-2,-1,1,-6,6,6,3,0,5
C[C@@]12CCC=C[C@H]1[C@H](c1ccc3ccccc3c1Br)N(Cc1ccccc1)C2=O,/,/,/,2,5,3,4,/,0
FC(F)(F)c1cnc(COc2ccc(Cl)cc2Cl)c(Cl)c1,3,-1,-12,1,6,-7,3,12,4
COc1ccc(/C=C/C(=O)NC(=S)NNC(=O)c2cccnc2)cc1OC,2,1,-10,-4,6,3,3,6,-1
CC1=NN(c2ccc(C)cc2C)C(=O)C1C(c1ccccc1)C1C(=O)N(c2ccc(C)cc2C)N=C1C (stereo not given),11,0,2,13,2,3,4,44*,16
O=C(Nc1cccc(NC(=O)c2ccc(F)cc2)c1)c1ccc(F)cc1,0,0,-5,-3,10,3,-3,-4,2
Cc1ccccc1-n1c(C)nnc1SCC(=O)N1CC(=O)Nc2ccccc21,2,-1,9,-5,6,2,-2,1,-3
COc1ccc([N+](=O)[O-])cc1NCC(=O)Nc1cc(S(=O)(=O)N2CCCCC2)ccc1C,-1,-4,26,10,3,8,16,/,3
Cc1ccc(CNS(=O)(=O)c2cccc3nsnc23)cc1,3,-1,-2,-4,10,5,-4,8,7
O=C(CSc1nnc(-c2ccncc2)o1)Nc1ccc(F)c(F)c1,-4,0,3,-1,-5,-1,5,/,-5
Cc1ccc(CNC(=O)Cc2cccs2)cc1,-1,0,-1,-3,1,2,5,10,4
COc1ccc(S(=O)(=O)N[C@@H](Cc2ccc(Cl)cc2)C(=O)N2CC[C@@]3(O)CCCC[C@H]3C2)cc1,1,0,0,1,8,-1,9,2,23
COC(=O)c1sc(NC(=O)Cc2cccs2)nc1C,-6,-7,0,3,0,-6,0,4,-2
CC(=O)NCCN=Cc1sc2ccccc2c1O,-3,2,-3,4,6,-2,-6,-2,6
O=C(Cc1ccc([N+](=O)[O-])cc1)NCc1cccnc1,6,-4,-2,-8,-1,1,7,-5,5
CCOC(=O)/C(=N\Nc1ccc(Cl)cc1)Sc1nnc(-c2ccc(OC)cc2)n1C,-4,-4,-1,-1,4,4,0,1,-2
Cc1nc(C)c(CCNC(=O)c2ccccc2Br)s1,-6,-5,-6,-4,6,19,2,8,1
O=C(Nc1ccccn1)c1ccc(Cl)c(S(=O)(=O)N2CCOCC2)c1,4,-1,4,-1,-5,5,1,-3,2
CCN(CC)S(=O)(=O)c1cc(C(=O)OCC(=O)NC2CCCc3ccccc32)ccc1C (stereo not given),-6,-3,23,1,7,27*,67*,-2,1
Cc1ccc(C(=O)N2N=C3c4ccccc4S(=O)(=O)N3[C@H]2N(C)C)cc1,2,1,3,-4,9,4,11,3,1
CC1CCN(S(=O)(=O)c2cc(C(=O)NC3(C)CCS(=O)(=O)C3)ccc2Br)CC1 (stereo not given),-2,1,-3,-6,-3,2,1,/,12
COc1ccc(S(=O)(=O)N2CCC(C(=O)NC3CCCCC3)CC2)cc1OC,1,-3,-1,-3,-4,7,-6,5,1
# Next part
SMILES,LYPLA2 inh,LYPLA1 inh,PME-1 primary,PAD4 FP inh,PAFAH1B3 FP inh,pPAFAH FP inh,PAFAH2 FP inh,GSTO1 counter,PAFAH1B2 FP inh
Cc1ccc(S(=O)(=O)N(C)C)cc1NC(=S)NCCc1ccccn1,1,0,5,2,6,0,4,-5,-1
O=C(Cc1ccc(Br)cc1)Nc1ccc(S(=O)(=O)Nc2ncccn2)cc1,0,-4,1,-3,3,11,1,0,2
CCCCS(=O)(=O)N1CCCC(C(=O)Oc2ccccc2)C1 (stereo not given),-3,2,-2,-2,11,2,-1,-3,6
CC(C)Oc1ccc(-c2cc(=O)[nH]c(=O)[nH]2)cc1,6,1,-4,1,3,3,2,-1,1
COc1ccc(N2C(=O)CSC23CCCCC3)cc1,1,0,3,-2,10,2,1,-2,2
COc1cc(S(C)=O)ccc1-c1nc2ncccc2[nH]1 (stereo not given),7,3,-1,-2,-1,-5,-8,-2,1
CC1Oc2ccccc2N(CC(=O)N(Cc2ccccc2)Cc2ccccn2)C1=O (stereo not given),-1,-1,3,2,0,3,5,2,3
COCc1cc(=O)[nH]c(Sc2c(-c3ccccc3)c3ccc(Cl)cc3[nH]c2=O)n1,-5,1,3,-2,2,3,3,4,-1
O=C(CCCCn1c(=O)[nH]c2ccccc2c1=O)NC1CCN(Cc2ccccc2)CC1,1,7,-2,1,-3,5,3,1,0
O=C(/C=C/c1ccco1)NCc1ccccn1,-3,1,4,-3,10,3,-2,2,6
OCC1(CC2CCCCO2)CCN(C/C=C/c2ccccc2)CC1 (stereo not given),2,2,2,0,7,0,4,4,9
CC(C)(CCl)C(=O)Nc1ccnc(-c2ccncc2)n1,-6,-3,-1,-3,2,5,9,1,11
CCC(=NCCc1ccccc1)C1=C(O)CCC1=O,-3,-2,-3,-1,1,0,1,1,1
Cc1noc(C)c1CN(C(=S)NC(C)C)c1ccccc1,4,3,0,7,-7,0,-12,-4,-2
C=CCn1c(CNS(=O)(=O)c2ccc(Br)cc2)nnc1SC,3,5,5,1,7,1,2,4,6
COc1ccc(OC)c(C2SCCN2S(C)(=O)=O)c1 (stereo not given),-2,2,3,-4,1,5,2,3,1
CCOC(=O)c1cc2c(=O)n3cccc(C)c3nc2n(CC(C)C)c1=NC(=O)c1ccco1,-4,-1,0,0,-1,7,-5,0,0
O=C1C2C(c3ccccc3)C=CC(c3ccccc3)C2C(=O)N1c1cccnc1 (stereo not given),-2,-2,0,-5,10,4,5,-1,1
O=C(CN1C(=O)c2ccccc2C1=O)Nc1ccc(S(=O)(=O)N2CCOCC2)cc1,3,-2,-2,-3,6,4,7,-1,3
